Neddyl block – inhibitors of cullin neddylation, primary screen, biochemical, TR-FRET, uHTS, NAE and Ubc12; 0.58% of 360,000 active; calls only at 25 µM; NEDD8-conjugating enzyme Ubc12 (Homo sapiens) + NEDD8-activating enzyme E1 regulatory …; in the data active = inhibition above about 36%
Target sequence (P61081 whole entry, looked up): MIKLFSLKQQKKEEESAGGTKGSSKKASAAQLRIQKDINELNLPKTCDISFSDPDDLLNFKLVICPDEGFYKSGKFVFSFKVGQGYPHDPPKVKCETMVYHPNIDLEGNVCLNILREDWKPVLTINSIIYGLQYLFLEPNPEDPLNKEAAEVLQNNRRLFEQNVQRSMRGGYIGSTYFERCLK
Target sequence (Q13564 whole entry, looked up): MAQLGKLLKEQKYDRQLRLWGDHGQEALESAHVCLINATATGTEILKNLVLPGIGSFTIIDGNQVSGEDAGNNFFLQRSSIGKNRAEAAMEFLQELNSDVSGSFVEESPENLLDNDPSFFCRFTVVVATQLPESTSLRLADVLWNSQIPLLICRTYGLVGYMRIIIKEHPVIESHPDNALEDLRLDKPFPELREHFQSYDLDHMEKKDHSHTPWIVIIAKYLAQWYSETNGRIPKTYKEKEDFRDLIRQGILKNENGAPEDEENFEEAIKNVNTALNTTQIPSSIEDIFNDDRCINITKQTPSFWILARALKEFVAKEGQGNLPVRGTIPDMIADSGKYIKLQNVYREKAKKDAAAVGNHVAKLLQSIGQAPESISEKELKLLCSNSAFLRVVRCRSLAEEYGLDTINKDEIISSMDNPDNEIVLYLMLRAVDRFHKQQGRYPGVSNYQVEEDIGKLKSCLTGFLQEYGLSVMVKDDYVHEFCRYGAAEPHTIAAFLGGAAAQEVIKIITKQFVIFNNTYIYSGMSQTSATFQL
MLLE-PAM2 inh – inhibitors of PABP1 MLLE–PAM2 peptide binding, primary screen, biochemical, fluorescence polarization, FITC-PAM2, GST-MLLE; inhibition, % at 20 µM; Polyadenylate-binding protein 1 (Homo sapiens), P11940; 0.36% of 360,000 active; in the data active = inhibition above about 35%, passing the limit was not always enough;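 also: plate controls were DMSO wells with GST-MLLE for no effect and wells lacking GST-MLLE protein for full effect; some results filed as inactive read as strong as hits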
Rpn11 block – Rpn11 (PSMD14) deubiquitinase inhibitors, primary screen, biochemical, fluorescence polarization, uHTS. calls only at 20 µM. 0.59% of 360,000 active. human 26S proteasome, Ub4-pepOG fluorescence polarization; 20S core pre-blocked with epoxomicin. 26S proteasome non-ATPase regulatory subunit 14 (Homo sapiens), O00487. AID 588493, 2011;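 active = inhibition at 20 µM, scaled to each plate's controls, above about 33%, limit read from the data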
FAS-TE inh – FAS thioesterase domain inhibitors, primary screen, biochemical, fluorescence intensity, uHTS | Fatty acid synthase (Homo sapiens), P49327 | recombinant FAS-TE, OMFH fluorogenic substrate, fluorescence endpoint | inhibition, % at 15 µM | 0.67% of 360,000 active | AID 602261, 2012;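 active = compounds whose normalised, plate-corrected inhibition of enzyme fluorescence in the single-dose primary screen is 50% or more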;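 also: 0% = DMSO with enzyme and 100% = substrate without enzyme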
SKN-1 block – suppressors of acrylamide-induced Pgst-4::GFP reporter in worms, primary screen, SKN-1 inhibitor project, whole organism, uHTS, GFP/RFP fluorescence ratio, strain VP596. inhibition, % at 21.8 µM. C. elegans VP596 Pgst-4::GFP/RFP ratio, 24 h. AID 624304, 2012. 0.49% of 360,000 active;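 active = interference check ratio from 0.5 to 1.5 plus GFP to RFP signal ratio inhibition reaching or exceeding a fixed threshold, cut at about 30% in these data, passing the limit was not always enough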; also: some compounds called inactive have numbers as strong as hits
CSN deneddyl inh – inhibitors of CSN-mediated cullin deneddylation, primary screen, biochemical, fluorescence polarization, uHTS | inhibition, % at 12.5 µM | COP9 signalosome complex subunit 5 (Homo sapiens), Q92905 | Purified CSN, SCF-Nedd8-OG deneddylation | 0.38% of 360,000 active;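 active = pattern-corrected inhibition above about 35%, with an unprinted fluorescence ratio check between 0.5 and 1.5, limit read from the data, passing the limit was not always enough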;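 also: 0% = enzyme with substrate and 100% = substrate without enzyme; some results filed as inactive read as strong as hits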
Target sequence (Q92905 whole entry, looked up, one chain of several): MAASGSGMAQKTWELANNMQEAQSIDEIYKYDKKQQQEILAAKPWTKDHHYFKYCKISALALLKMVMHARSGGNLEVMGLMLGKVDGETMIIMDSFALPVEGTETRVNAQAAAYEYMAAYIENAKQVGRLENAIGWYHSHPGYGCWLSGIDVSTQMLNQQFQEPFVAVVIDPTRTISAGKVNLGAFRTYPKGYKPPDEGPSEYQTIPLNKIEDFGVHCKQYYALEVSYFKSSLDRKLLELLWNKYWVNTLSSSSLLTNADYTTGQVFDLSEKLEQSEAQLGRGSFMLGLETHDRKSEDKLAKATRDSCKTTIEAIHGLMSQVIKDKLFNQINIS
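Material: human Csn5 produced in HEK293T cells; Input: enzyme 0.24 nM; Reagent: SCFSkp2-Nedd8OG substrate at 10 nM final; Dosing: 12.5 µM compound; Incubation: 90 min reaction at room temperature; Detection: fluorescence polarization of the substrate; Evaluation: % inhibition of substrate cleavage by Csn5; Control set: substrate-only high control, full reaction low control.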
Rin1-Abl PPI inh – inhibitors of Rin1-Abl protein binding, primary screen, biochemical, TR-FRET; inhibition, % at 7.35 µM; 0.4% of 360,000 active; in the data active = inhibition above about 5%, passing the limit was not always enough
MT1-MMP act inh – blockers of MT1-MMP proenzyme processing, primary screen, HT1080 RFP-PRO-GFP cells, GFP/RFP fluorescence; Matrix metalloproteinase-14 (Homo sapiens), P50281; GFP/RFP ratio fluorescence, overnight; percent of plate control window, DMSO zero; GFP/RFP ratio change, % at 20 µM; 0.061% of 360,000 active;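 active = GFP/RFP ratio change of at least 30% with cell ATP level not reduced by more than half and red fluorescence within 50% of control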; also: strong numbers were not always called active
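Assay system: HT1080 RFP-PRO-GFP cells | Dosing: 20 µM single dose, 1% DMSO | Incubation: Cells overnight before dosing, compound overnight, 37 °C, 5% CO2 | Evaluation: GFP/RFP fluorescence ratio | Control set: DMSO-only wells and HT1080 RFP-L50D-GFP cell wells as references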
NadD block – inhibitors of S. aureus NadD, primary screen, biochemical, colorimetric, uHTS | purified NadD enzyme, colorimetric absorbance read-out | Nicotinate-nucleotide adenylyltransferase NadD (Staphylococcus aureus N315) | inhibition, % at 20 µM | AID 602399, 2012 | 0.78% of 360,000 active; in the data active = inhibition above about 26%; also: some compounds past the cut are filed as inactive
Active calls of the source: *; i = inactive; . = no result given.

SMILES	Neddyl block	MLLE-PAM2 inh	Rpn11 block	FAS-TE inh	SKN-1 block	CSN deneddyl inh	Rin1-Abl PPI inh	MT1-MMP act inh	NadD block
CCC(=O)Nc1nc2ccc3sc(C)nc3c2s1	i	-2	i	3	11	0	0	-4	0
Cc1ccc(S(=O)(=O)NCc2ccccc2)s1	i	3	i	0	1	5	5	2	5
O=C(CCN1C(=O)C2CCCCC2C1=O)Nc1ccc(OC(F)F)cc1 (configuration not stated)	i	-1	i	-2	4	-4	3	2	1
Cc1cccc(C(=O)Oc2cc(C)[nH]c(=O)c2[N+](=O)[O-])c1	i	4	i	-7	0	2	0	0	3
Cc1nn(C)cc1-c1csc(N)n1	i	12	i	-1	-5	-5	-3	4	-3
Cc1ccc(/C=N/Nc2cc(C)nc(NCc3ccccc3)n2)cc1	i	0	i	26	-5	3	2	-4	5
CCSc1ccccc1C(=O)NCCc1ccccc1	i	7	i	-1	9	-3	0	4	-6
COc1ccc(C(=O)/C=C/c2ccc(O)cc2)c2c1CC(O)C(C)(C)O2 (configuration not stated)	i	-21	i	-2	-7	4	-5	-5	4
O=C(NC1CCCN(Cc2ccccc2F)C1)c1cccc(N2CCCC2=O)c1 (configuration not stated)	i	5	i	-4	6	1	3	2	-2
O=C1OC(c2ccccc2)=C/C1=C\N1CCOCC1	i	-6	i	-12	13	11	0	-10	0
O=C(Oc1c(Br)cc(C(=S)N2CCOCC2)cc1Br)c1ccc(Cl)cc1	i	27	i	21	1	-1	0	8	14
CCCCn1c(SCc2nc3ccccc3s2)nc2cc(S(N)(=O)=O)ccc21	i	-44	i	16	22	-2	-3	-11	-1
CC(=O)Nc1ccc(S(=O)(=O)c2ccc(C)cc2)cc1	i	6	i	2	-3	5	5	-1	1
CCOC(=O)c1ccc(NC(=O)NC2CC3CCC(C2)N3)cc1 (configuration not stated)	i	-6	i	-3	-3	6	18*	0	2
Cc1ccc(N(C(=O)c2csnn2)C(C(=O)NC2CCCCC2)c2ccccn2)cc1C (configuration not stated)	i	-12	i	1	7	1	0	0	1
CCCn1c(N2CCN(CC(=O)NCc3cccs3)CC2)nc2ccccc21	i	-4	i	-7	32	-6	0	1	-3
NC(=O)NCc1cccc(Cl)c1	i	-6	i	-11	7	4	3	-2	6
O=C(CS(=O)(=O)Cc1ccccc1)Nc1nc2ccccc2s1	i	10	i	-2	0	-6	1	1	-3
Cc1cc(-c2nn(-c3ccccc3F)cc2CN2CCC(C(N)=O)CC2)c(C)s1	i	-2	i	-6	0	4	-4	0	-10
O=S1(=O)CC2SC(=S)N(Cc3ccccc3)C2C1 (configuration not stated)	i	-5	i	2	12	3	-7	3	2
O=C(O)c1ccc(CSc2nc(-c3ccc(Cl)cc3)cc(C(F)(F)F)n2)cc1	i	2	i	-40	-6	9	-3	.	1
O=C(O)c1cc(S(=O)(=O)N2CCCCC2)ccc1F	i	3	i	-10	16	-1	1	3	-1
CCOC1=C2[C@H](c3ccccc3)N(S(=O)(=O)c3ccc(C)cc3)[C@H](C(C)C)[C@H]2n2c(=O)n(-c3ccccc3)c(=O)n2C1	i	-1	i	60*	11	-1	3	-20	10
COc1ccc(CN(C)C(=O)[C@H](Cc2ccccc2)NC(=O)c2ccco2)c(OC)c1	i	5	i	2	0	-3	2	-5	-6
CC(=O)c1cc2c(=O)c3cc(C)ccc3oc2nc1C	i	1	i	-2	2	-1	-3	4	1
CCOC(=O)Cn1c(=O)c(C#N)cn(C(C)C)c1=O	i	10	i	-6	2	-3	-3	0	-4
COc1cccc(Nc2nn3c(=O)c4ccccc4nc3s2)c1	i	-93	i	1	2	9	2	7	9
COC(=O)c1sc(S(=O)(=O)NC(C)C(=O)O)c(C(=O)OC)c1C (configuration not stated)	i	-2	i	-4	5	-6	1	0	-3
O=C(CCc1nnc(CCCc2ccccc2)o1)NCCN1CCOC1=O	i	-6	i	-4	-5	-1	-2	-4	-4
CCc1nnc(NC(=O)c2cc(C)nc3ccccc23)s1	i	0	i	-1	-7	3	1	1	-1
O=S(=O)(Nc1ccc(-c2nc3cccnc3s2)cc1)c1cc(F)ccc1F	.	-5	i	1	5	-2	-2	-3	-7
COc1ccc(-n2cc(CNCCc3cnc[nH]3)c(-c3cccc(F)c3)n2)cc1	.	-2	i	-22	-4	1	1	11	-2
Fc1ccc(Sc2nc(-c3ccccc3)nnc2C(F)(F)F)cc1	i	34	i	29	-16	7	-1	-1	17
CCCCNC(=O)C(NC(=O)c1cccc(C(F)(F)F)c1)C(=O)c1ccccc1 (configuration not stated)	i	12	i	-8	2	6	-22	0	-1
Cc1cc(N2C(=O)C(O)=C(C(=O)c3ccco3)C2c2cccc(O)c2)no1 (configuration not stated)	i	17	i	-9	7	3	3	-3	4
Cc1cc(/C=C2\SC(=S)N(Cc3ccco3)C2=O)c(C)n1-c1ccccc1	i	-94	.	21	2	24	-2	-54	12
Cc1ccc(CNC(=O)c2ccc(N3CCC4(CC3)CC(c3cccc(Br)c3)=NO4)c(N)c2)cc1	i	-1	i	24	-7	107	3	4	22
O=C(NC1CCCC1)C(C1CC1)n1c(-c2ccccn2)nc2ccccc21 (configuration not stated)	i	.	.	.	5	5	.	5	.
CCOc1ccccc1NC(=O)N1CCN(S(C)(=O)=O)CC1	i	-2	i	-4	2	-5	-1	5	-4
O=C(CSc1ccccn1)N/N=C/C=C/c1ccccc1	i	-6	i	-7	1	0	-2	-2	2

The last two compounds of the part above are carried over, then new ones follow.
SMILES	Neddyl block	MLLE-PAM2 inh	Rpn11 block	FAS-TE inh	SKN-1 block	CSN deneddyl inh	Rin1-Abl PPI inh	MT1-MMP act inh	NadD block
CCOc1ccccc1NC(=O)N1CCN(S(C)(=O)=O)CC1	i	-2	i	-4	2	-5	-1	5	-4
O=C(CSc1ccccn1)N/N=C/C=C/c1ccccc1	i	-6	i	-7	1	0	-2	-2	2
CCOc1ccc(NC(=S)N(CCN2CCOCC2)Cc2ccc3c(c2)CCCN3CC)cc1	i	-93	i	16	-10	-1	-6	-3	-7
COc1ccc(S(=O)(=O)N2CCC(C(=O)NCc3ccccn3)CC2)cc1OC	i	1	i	-8	4	5	0	3	-1
CCN(CC(=O)NCCc1ccccc1)S(=O)(=O)c1ccc(Br)cc1	i	-4	i	11	9	4	0	2	1
CCOC(=O)CN1C(=O)N[C@@H](c2cccc(C(F)(F)F)c2)C(C(C)=O)=C1C	i	6	i	-11	6	3	0	0	0
CCOC(=O)N1CCN(C(=O)c2cc(C)c3c(C)nn(-c4ccccc4)c3n2)CC1	i	12	i	-4	-4	-4	2	12	0
COC(=O)C(NNc1ccccc1C)(NC(=O)c1ccc(F)cc1)C(F)(F)F (configuration not stated)	i	25	i	-3	6	8	4	1	-1
Cc1cccc(OCCn2nnc3ccccc32)c1C	i	-1	i	12	-23	2	-1	11	-5
O=C(NC1CCN(Cc2ccc(Cl)cc2)CC1)c1cn(-c2ccccc2)nc1-c1cccnc1	i	-2	i	0	-15	3	1	-6	5
CCCS(=O)(=O)N1CCCC(C(=O)Oc2ccc(OC)cc2)C1 (configuration not stated)	i	-4	i	-2	-2	-2	0	-1	-3
COc1ccc([C@@H]2[C@@H]3C(=O)N(C(C)(C)C)C(=O)[C@@H]3[C@]3(C)C(=O)N(c4cccc(C)c4)C(=O)N23)cc1	i	-6	i	-2	18	-2	0	-2	-1
CC(=O)c1ccc(NC(=O)Cn2nc(C)c([N+](=O)[O-])c2C)cc1	i	-9	i	2	1	-8	0	-1	-2
CC1CC1C(=O)N1CCN(S(=O)(=O)c2cccc(F)c2)CC1 (configuration not stated)	i	1	i	-8	6	-1	0	-1	-6
O=S(c1ccsc1)c1ccsc1	i	-2	i	-8	-2	-3	4	0	7
Cc1oc(-c2ccc(Cl)cc2)cc1C(=O)N1CCC1(C)C(=O)O (configuration not stated)	i	3	i	-9	22	1	1	2	7
COC(=O)c1csc2c(C(F)(F)F)cc(N3CCN(C(=O)Nc4ccccc4)CC3)nc12	i	4	i	-4	-6	1	2	3	9
O=C1NC[C@H](c2ccccc2)OC(=O)[C@@H](Cc2ccc(F)cc2)C/C=C\C[C@H]1CC(=O)N(CCO)Cc1ccccc1	i	7	i	36	14	-4	5	-30	-9
CC(C)(C)NC(=O)c1c(F)c(F)c(F)c(F)c1F	i	-2	i	-14	6	-6	0	0	-1
O=S(=O)(NCC(c1ccco1)N1CCN(c2ccccc2F)CC1)c1ccccc1 (configuration not stated)	i	1	i	23	-4	-1	1	9	1
O=C(Nc1cc(S(=O)(=O)N2CCOCC2)ccc1O)c1ccco1	i	33	i	-8	13	-1	-2	6	3
Cn1cc(CNC(=O)c2cc(-c3ccc(Br)cc3)nc3ccccc23)cn1	i	1	i	8	8	-4	0	5	-6

Results in Rpn11 block and SKN-1 block, for some of the entries so far:
smiles	Rpn11 block	SKN-1 block
Fc1ccc(Sc2nc(-c3ccccc3)nnc2C(F)(F)F)cc1	i	-16
CCCCNC(=O)C(NC(=O)c1cccc(C(F)(F)F)c1)C(=O)c1ccccc1 (configuration not stated)	i	2
Cc1cc(N2C(=O)C(O)=C(C(=O)c3ccco3)C2c2cccc(O)c2)no1 (configuration not stated)	i	7
Cc1cc(/C=C2\SC(=S)N(Cc3ccco3)C2=O)c(C)n1-c1ccccc1	.	2
Cc1ccc(CNC(=O)c2ccc(N3CCC4(CC3)CC(c3cccc(Br)c3)=NO4)c(N)c2)cc1	i	-7
O=C(NC1CCCC1)C(C1CC1)n1c(-c2ccccn2)nc2ccccc21 (configuration not stated)	.	5

The list goes on.
SMILES	Neddyl block	MLLE-PAM2 inh	Rpn11 block	FAS-TE inh	SKN-1 block	CSN deneddyl inh	Rin1-Abl PPI inh	MT1-MMP act inh	NadD block
O=C(Nc1nc(N2C(=O)c3ccccc3C2=O)n(-c2ccccc2)n1)c1ccc(F)cc1	i	6	i	-1	-5	1	-1	8	3
O=C(NC(=S)Nc1nc(-c2ccccc2)cs1)c1cncc(Br)c1	i	45*	i	0	0	3	1	7	33*
CCN(CC)C(=O)COc1ccc(S(=O)(=O)N2CCOCC2)cc1	i	-9	i	-11	-14	-7	-2	8	-4
CCOc1cc(CNCc2cccnc2)ccc1OCC(=O)NC(C)(C)C	i	-9	i	-4	-6	-3	2	-2	3
Cc1ccccc1C(=O)Nc1nnc(-c2ccc(C(C)(C)C)cc2)s1	i	-2	i	-7	6	2	-1	1	1
CC(=O)c1ccc(NC2OC(C)C(O)C(O)C2O)cc1 (configuration not stated)	i	22	i	-7	-21	1	-1	1	-6
Cc1csc(NC(=O)CSc2nc(C)cs2)n1	i	5	i	-3	3	-4	3	5	0
O=C(COc1ccc2c(c1)CCC2)NCc1ccccc1	i	2	i	14	10	2	-2	-4	-4
